Screening data from PubChem BioAssay.
mIDH1 inhibitor – blocks human mutant IDH1 R132H enzyme; 390,000 tested, 0.093% active; AID 602179; Potency, µM (series often up to 76.6 µM), without a hit: at the top dose activity change, negative = inhibition, actives largely listed as inhibitors; O75874; IDH1-R132H enzyme, NADPH consumption, diaphorase/resazurin fluorescence; further: potency means the concentration at half of the fitted maximal effect; on the % scale 0 is the no-effect control and ±100 the full control effect; nearly all actives have a fitted effect of over 65% in size
Target sequence (O75874 whole entry R132H, stated change not applied): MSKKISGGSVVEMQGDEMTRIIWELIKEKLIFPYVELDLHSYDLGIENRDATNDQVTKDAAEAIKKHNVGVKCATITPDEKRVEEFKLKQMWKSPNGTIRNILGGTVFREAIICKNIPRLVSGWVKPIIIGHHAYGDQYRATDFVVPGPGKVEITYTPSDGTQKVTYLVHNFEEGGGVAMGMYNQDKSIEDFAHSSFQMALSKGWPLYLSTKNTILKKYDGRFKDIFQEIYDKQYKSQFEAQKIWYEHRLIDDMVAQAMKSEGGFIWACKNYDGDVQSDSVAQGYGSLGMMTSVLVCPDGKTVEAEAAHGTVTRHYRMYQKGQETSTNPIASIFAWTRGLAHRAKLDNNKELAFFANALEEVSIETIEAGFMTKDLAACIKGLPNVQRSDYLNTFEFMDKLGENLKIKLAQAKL
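IDH1-R132H (0.5 ug/mL dispensed) in pH 7.5 Tris buffer was preincubated 30 min with compound, then given a substrate mix of 0.016 mM NADPH and 2 mM alpha-KG for 80 min at room temperature; remaining NADPH was read by diaphorase/resazurin fluorescence.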
D2 agonist – D2 dopamine receptor (human) agonism | P14416 | HEK293 T-REx D2 cells, calcium flux agonist mode | activation, % at 2 µM | 340,000 tested, 0.53% active;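 active means activation over 3 SD above normal in the single-dose calcium agonist read, cut at about 30% in these data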; further: 0% is about no effect
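In this primary screen, compounds producing a positive calcium signal within 180 s of addition to tetracycline-induced, force-coupled HEK293 Trex D2 cells are flagged; cells are dye-loaded with a no-wash calcium kit beforehand.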
TRHR PAM – allosteric enhancers of human TRH receptor; enhancement, % at 2 µM; 360,000 tested, 0.66% active; P34981; TRHR cells, fluo-8 calcium fluorescence, EC20 TRH enhancement; in the data active means enhancement above about 30%; further: 0% is about no effect
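Enhancer read-out: after compound pinning and an initial kinetic agonist-mode read, an EC20 of TRH (10 nM final) was injected and fluo-8 calcium signal (Ex 480/Em 530) followed at 1 s/cycle for 100 cycles in TRHR-expressing cells.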
rTrxR1 inhibitor – blocks rat thioredoxin reductase 1; O89049; recombinant rTrxR1, NADPH fluorescence consumption, selenite substrate; Potency, µM (top dose mostly 114 µM), for the others: at the highest dose activity change, negative = inhibition, usual class: inhibitors; 390,000 tested, 1% active; AID 588453; further: potency means the concentration at half of the fitted maximal effect; on the % scale 0 is the no-effect control and ±100 the full control effect; nearly all actives have a fitted effect of over 65% in size
Target sequence (O89049 whole entry, looked up): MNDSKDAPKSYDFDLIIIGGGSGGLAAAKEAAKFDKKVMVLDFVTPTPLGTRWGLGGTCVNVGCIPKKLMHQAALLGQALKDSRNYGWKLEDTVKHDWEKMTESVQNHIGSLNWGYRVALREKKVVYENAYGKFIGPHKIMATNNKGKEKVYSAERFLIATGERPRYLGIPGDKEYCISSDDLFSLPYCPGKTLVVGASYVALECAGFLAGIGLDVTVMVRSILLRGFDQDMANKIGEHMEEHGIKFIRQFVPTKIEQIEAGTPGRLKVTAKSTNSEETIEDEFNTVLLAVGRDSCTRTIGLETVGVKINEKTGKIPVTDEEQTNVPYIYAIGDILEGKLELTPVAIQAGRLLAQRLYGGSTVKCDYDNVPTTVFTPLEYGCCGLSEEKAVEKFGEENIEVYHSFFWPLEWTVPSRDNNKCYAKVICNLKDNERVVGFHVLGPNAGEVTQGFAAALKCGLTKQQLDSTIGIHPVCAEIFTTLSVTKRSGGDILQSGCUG
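Rat TrxR1 (90 nM in the dispensed reagent) was pre-reduced with 400 uM NADPH for 5 min at room temperature, then incubated with compound for 15 min. After 400 uM selenite was added, NADPH fluorescence (Ex 340/Em 450 nm) was followed for 8 min.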
D2 antagonist – antagonizes the human D2 dopamine receptor; HEK293 TREx D2 cells, calcium flux, dopamine EC80; inhibition, % at 10 µM; 340,000 tested, 2% active; in the data active means inhibition above about 30%; further: 0% is about no effect
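Inhibition of EC80 dopamine-driven calcium flux, recorded kinetically, defines activity here; cells are a tetracycline-induced HEK293 T-REx line expressing force-coupled D2.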
TrxR1 substrate – substrates of rat thioredoxin reductase 1 | O89049 | purified TrxR1 substrate turnover, NADPH consumption readout | Potency, µM (titrated, usually from 114 µM), for inactives: at the top dose activity change, negative = substrate turnover | 390,000 tested, 0.01% active; further: potency means the concentration at half of the fitted maximal effect; on the % scale 0 is the no-effect control and ±100 the full control effect; nearly all actives have a fitted effect of over 50% in size
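Rat TrxR1, dispensed at 90 nM, was prereduced with 400 uM NADPH (final) for 5 min at ~22 deg C, then incubated with compound 15 min before 400 uM selenite. A first-read NADPH fluorescence drop versus no-compound background flagged substrates.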
USP1 inh – USP1/UAF1 (human) deubiquitinase inhibition; 390,000 tested, 0.23% active; recombinant USP1/UAF1, Ub-Rhodamine cleavage fluorescence; AID 743255; O94782; Potency, µM (doses to about 57.1 µM), for inactives: at the top dose activity change, negative = inhibition, actives largely listed as inhibitors; further: potency means the concentration at half of the fitted maximal effect; on the % scale 0 is the no-effect control and ±100 the full control effect; nearly all actives have a fitted effect of over 60% in size; inactives centre near -12
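USP1/UAF1 complex at 1 nM was preincubated with compound for 15 min at room temperature, then Ub-Rho substrate (150nM final) was added. Fluorescence (480/540 nm) was read kinetically, 6 reads every 60 seconds.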
Pin1 inhibitor – human Pin1 inhibition | Pin1 FP peptide displacement, HiFluor488, 10 min | Potency, µM (doses to about 115 µM), without a hit: at the top dose activity, negative = inhibition, actives largely listed as inhibitors | 390,000 tested, 0.009% active | AID 504891; active means well fitted inhibition curve with a large enough effect in the polarisation, with a control signal flat, not every such curve was filed as active; inconclusive means small, poorly fitted or top-dose-only effect, or effect the other way, or a change in a side signal; inactive means no such curve, though single readings can be large or run the other way; the % refers to the polarisation; further: potency means the concentration at half of the fitted maximal effect; on the % scale 0 is the no-effect control and ±100 the full control effect
Target sequence (Q13526 whole entry, looked up): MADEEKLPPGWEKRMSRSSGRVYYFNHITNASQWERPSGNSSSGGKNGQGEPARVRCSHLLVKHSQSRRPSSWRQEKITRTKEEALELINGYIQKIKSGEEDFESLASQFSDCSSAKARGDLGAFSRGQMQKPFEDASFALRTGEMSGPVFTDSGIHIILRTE
TRHR agonist – agonists of human TRH receptor. P34981. TRHR cells, calcium flux fluo-8, FDSS agonist mode. activation, % at 2 µM. 360,000 tested, 0.18% active; in the data active means activation above about 30%; further: 0% is about no effect
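TRHR-expressing cells, plated overnight in medium with 10% serum, were loaded with fluo-8 calcium dye at room temperature. After a 10 s baseline, library compound was pin-added and calcium release was recorded kinetically (ex 480/em 530) as agonist response.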
Numbers without * were called inactive; ? = inconclusive; nt = not tested or not shown; [ ] = remark or other dose. Unless noted, the call rests on the fitted dose curve; in most records, active means well fitted inhibition curve with a large enough effect; inconclusive means small, poorly fitted or top-dose-only effect; inactive means no such curve, though single readings can be large or run the other way. An excerpt (hit frequency here may not be typical).

SMILES | mIDH1 inhibitor | D2 agonist | TRHR PAM | rTrxR1 inhibitor | D2 antagonist | TrxR1 substrate | USP1 inh | Pin1 inhibitor | TRHR agonist
NC(=O)c1ccsc1NC(=O)COC(=O)COc1ccc(C=O)cc1 | -8.8% | 0.5 | -6.1 | 3.5% | 0.0 | -0.2% | -3.5% | 8.7% | 0.4
O=C(c1ccc2ccccc2n1)N(CCO)Cc1ccccc1 | 7.9% | 1.0 | 0.8 | 12.9% | 14.8 | 0.7% | -17.9% | 4.3% | -0.5
O=C(COc1ccc(F)cc1)NCC1(N2CCOCC2)CCCCC1 | 2.1% | -0.1 | -8.8 | 6.3% | 14.0 | 1.6% | -11.6% | -0.2% | -0.2
O=C(CN(CC1CCCO1)C(=O)CNS(=O)(=O)c1ccc(F)cc1)NC1CCCCC1 (stereo not given) | 2.6% | 0.2 | 1.7 | 20.4% | -9.9 | 3.2% | -16.2% | 0.4% | -0.6
N#CC(C(=O)NC1CCCCC1)=C1CCCCCC1 | 8.0% | 0.2 | 6.6 | -14.0% | -5.1 | -6.3% | -14.9% | 1.3% | 0.0
CCOC(=O)C1(C(N)=O)OC1(c1ccc(Cl)cc1)c1ccccc1Cl (stereo not given) | 7.1% | nt | nt | 2.6%[2.29 µM] | nt | 4.9%[57.1 µM] | -23.1% | -0.5% | nt
CC(NC(=O)Cn1cnc2c1c(=O)n(C)c(=O)n2C)c1ccccc1 (stereo not given) | 7.1% | 0.5 | 7.1 | -13.3% | -9.9 | -8.8% | -12.0% | -3.7% | 0.2
O=C(CN(C(=O)CNC(=O)c1ccco1)c1ccc(Cl)c(Cl)c1)NC1CCCCC1 | 4.5% | -0.6 | 13.3 | -6.5% | 22.7 | -6.7% | -6.6% | -2.2% | -0.8
COC(=O)Cc1c(C)c2ccc3c(c2oc1=O)CN(Cc1ccccc1OC)CO3 | 13.1% | -1.1 | 1.6 | 39.8µM* | nt | nt | -11.8% | 5.1% | -1.3
O=C(CN(Cc1ccc(F)cc1)C(=O)CNS(=O)(=O)c1ccccc1)NCc1ccco1 | -2.2% | -1.0 | -9.4 | 17.6%[0.0914 µM] | -12.9 | -8.3% | 1.6% | 0.6% | -0.1
O=C(NC1CC1)c1nc(Cn2cc([N+](=O)[O-])cn2)no1 | -7.0% | 0.5 | 5.7 | 19.4% | -2.8 | 1.1% | -25.2% | 1.7% | 0.2
O=C(CN1C(=O)/C(=C/c2ccccc2Cl)SC1=S)NC1C=CS(=O)(=O)C1 (stereo not given) | 7.9% | -0.1 | 0.0 | 3.6% | 1.3 | -7.1% | -23.4% | 59.9%[activator] | -0.1
O=C(NCCCNc1ccnc2cc(Cl)ccc12)c1ccccc1F | -2.0% | -0.3 | -0.5 | 15.4% | 20.8 | -3.7% | -14.3% | -2.0% | 0.1
Cc1cc(C)c2c(=O)c3c(oc2c1)C(=O)N(CCO)C3c1cccc(O)c1 (stereo not given) | 4.0% | nt | 1.5 | -13.6% | nt | -11.3% | -1.0% | 3.0% | 0.0
COc1ccc(-n2nc3ccc(NC(=O)c4ccc(C#N)cc4F)cc3n2)cc1Cl | 12.1% | 0.0 | 24.6 | 1.2% | nt | 1.1% | -24.7% | 2.8% | 0.5
COC(=O)c1c(NC(=O)CN2CCN(c3ccccc3OC)CC2)c2cc(C)ccc2n1C | -4.8% | -0.7 | -0.5 | 9.1% | -9.9 | 5.7% | -13.5% | -1.1% | 0.8
Cc1ccc(NC(=O)CSc2nccn2Cc2ccco2)c(C)c1 | -8.8% | -1.0 | -1.9 | 12.6% | 6.2 | ? | -25.0% | -9.1% | -0.7
O=C(N/N=C/c1ccc(O)cc1O)C1CC1 | 14.2% | nt | nt | 8.3% | nt | -2.1% | -20.5% | 3.8% | nt
Cc1ccc(NC(=O)[C@H](Cc2c[nH]c3ccccc23)NC(=O)[C@@H]2Cc3ccccc3CN2)c(C)c1 | 12.3% | 0.2 | 4.0 | 10.7%[57.1 µM] | -4.7 | 6.7% | -6.0% | 22.6% | -0.4
CCOc1ccccc1CNC(=O)c1cc2n(n1)CCCN(Cc1ccc(C)cc1)C2=O | 0.5% | nt | -5.4 | 14.4%[57.1 µM] | nt | 8.5%[57.1 µM] | -1.7% | -3.2% | -1.6
C#CCSc1nc(-c2ccccc2)cc(-c2ccccc2)c1C#N | -6.1% | nt | 2.1 | -14.9% | nt | 5.5% | -25.2% | 19.5% | 0.0
CCc1sc(/C=C(/C#N)C(N)=S)cc1[N+](=O)[O-] | -15.3% | 0.6 | -8.5 | ? | -2.8 | -2.0% | -26.5% | 12.7% | 2.7
COc1ccc(CCNC(=O)Cc2ccc(OC)c(OC)c2)cc1OC | 4.8% | -0.4 | -12.4 | 17.1% | -0.7 | 8.3% | 4.9% | -15.0% | 0.0
CCCCCOc1ccc(C(=O)N(Cc2ccco2)C2CCS(=O)(=O)C2)cc1 (stereo not given) | 7.4% | 0.8 | 3.8 | -10.9% | 0.9 | -1.1% | -16.0% | 2.1% | -0.5
CC(NC(=O)Cc1ccccc1)C(c1ccccc1)N1CCOCC1 (stereo not given) | -5.1% | 1.1 | -0.4 | 9.7% | -3.4 | -2.8% | -9.5% | -0.6% | -0.4

Among those listed so far, 2 contain a thiophene ring, fused or not:
SMILES | mIDH1 inhibitor | D2 agonist | TRHR PAM | rTrxR1 inhibitor | D2 antagonist | TrxR1 substrate | USP1 inh | Pin1 inhibitor | TRHR agonist
NC(=O)c1ccsc1NC(=O)COC(=O)COc1ccc(C=O)cc1 | -8.8% | 0.5 | -6.1 | 3.5% | 0.0 | -0.2% | -3.5% | 8.7% | 0.4
CCc1sc(/C=C(/C#N)C(N)=S)cc1[N+](=O)[O-] | -15.3% | 0.6 | -8.5 | ? | -2.8 | -2.0% | -26.5% | 12.7% | 2.7

Carrying on.
SMILES | mIDH1 inhibitor | D2 agonist | TRHR PAM | rTrxR1 inhibitor | D2 antagonist | TrxR1 substrate | USP1 inh | Pin1 inhibitor | TRHR agonist
COc1cc(CNCc2ccccn2)ccc1OCc1ccccc1Cl | 1.6% | -0.1 | 1.3 | -2.6% | -7.2 | -5.1% | -1.5% | -3.4% | 0.5
c1ccc(N2CCN(c3ncnc4sc5c(c34)CCC5)CC2)cc1 | 3.2% | 0.2 | 1.1 | 13.8% | -18.8 | 5.9% | -17.4% | 4.0% | -0.4
CC(=O)Nc1cccc(Oc2cc(C#N)c(C#N)cc2N2CCCCCC2)c1 | 0.0% | -0.2 | -5.3 | 15.6% | 8.3 | 11.9% | -16.3% | 15.8% | 0.4
CCc1ccc(NC(=O)Cn2c(=O)n(CCCCC(=O)NCc3ccccc3Cl)c(=O)c3ccccc32)cc1 | 5.2% | nt | -2.5 | 24.8% | nt | 4.3% | -18.8% | 3.8% | 1.7
CN(C)CCCN(C(=O)c1ccc(C(=O)c2ccccc2)cc1)c1nc2cc3c(cc2s1)OCCO3 | 0.0% | 2.9 | -2.0 | 19.9% | 17.6 | 7.4% | -20.3% | 0.5% | 1.1
Cc1ccc(-c2cc(NC(=O)c3ccccc3Cl)on2)cc1 | 31.7% | 2.5 | 4.7 | 24.8% | nt | -0.1% | 19.0% | -2.7% | 3.4
COc1ccc(-c2cc(C(F)(F)F)nc(NCc3cccs3)n2)cc1 | 5.5% | 1.0 | 1.0 | 12.4%[57.1 µM] | -8.4 | -15.2%[57.1 µM] | -21.0% | 3.1% | 1.0
Cc1cnc(C(=O)NCCc2ccc(Cl)cc2)cn1 | 6.9% | -0.2 | 0.5 | 11.0% | -1.7 | -0.7% | -5.1% | 7.8% | -1.0
N#Cc1sc2nc(-c3ccccc3)cc(C(F)(F)F)c2c1N | 4.5% | nt | 3.1 | 7.5% | nt | -0.6% | -20.8% | ? | 1.1
C=CCn1c(CCNC(=O)c2cccs2)n[nH]c1=S | 0.9% | -1.2 | -1.0 | -12.4% | 7.4 | 5.1% | -19.7% | -7.7% | 0.0
CCOc1ccc2nc(N=NC3=C(O)CC(C)(C)CC3=O)sc2c1 | -5.2% | nt | -1.6 | -0.7% | nt | -13.9% | -26.3% | 8.0% | -1.5
CCC(=NCCc1ccc(OC)c(OC)c1)c1ccccc1O | 9.4% | 0.7 | 16.1 | 33.6% | -14.5 | 3.8% | -8.1% | 4.4% | 0.8
Cc1cccc(CNC(=O)C2CCN(S(=O)(=O)c3ccc4c(c3)CCCN4C(=O)C3CCC3)CC2)c1 | 1.8% | nt | -2.2 | 8.3%[57.1 µM] | nt | 0.8%[57.1 µM] | ? | 4.4% | -0.5
Cc1cc(NC(=O)CCCC(=O)OCC(F)(F)C(F)F)cc(C)c1C(=O)O | 4.2% | nt | -4.9 | 4.6% | nt | 4.8% | -10.0% | -6.3% | 0.1
COCc1nnc(NC(=O)CCSc2ccccc2)s1 | 1.0% | 0.3 | 0.4 | 8.9% | 13.4 | 6.9% | -7.8% | -2.9% | -0.3
NC(=S)N/N=C1\CCOc2ccc(F)cc21 | -3.5% | 0.0 | 1.5 | 4.5%[57.1 µM] | 8.7 | -2.0%[57.1 µM] | 3.5% | 1.3% | -1.0
CNC(=O)COc1ccc(NC(=O)CCn2nc(-c3ccc(C)cc3)c3ccccc3c2=O)cc1 | -19.1% | -0.7 | 0.9 | 18.7% | nt | 0.4% | -26.9% | -4.3% | -1.5
CCOC(=O)c1cc(S(=O)(=O)N2CCN(C3CCCCC3)CC2)cn1C | 5.8% | 0.2 | -5.0 | 9.5%[57.1 µM] | -6.7 | 5.8%[57.1 µM] | -17.5% | -0.4% | 0.1
O=c1c2cnn(-c3ccc(F)cc3)c2ncn1Cc1ccccn1 | nt | 1.2 | -1.0 | nt | 25.6 | nt | nt | nt | -0.2
Cc1onc(-c2c(F)cccc2Cl)c1C(=O)NCCc1ccncc1 | -1.5% | 0.3 | 17.6 | -6.7% | -18.3 | -9.8% | 0.7% | 21.0% | -0.1
COc1ccc(-c2cnn(-c3ccccc3)c2N)cc1OC | 2.9% | 0.5 | -5.3 | 1.9% | 17.7 | -3.5% | 1.2% | 0.8% | 0.6
Cc1cc(NCCCO)n2c(nc3ccccc32)c1C#N | 4.9% | nt | -1.7 | -14.7% | nt | 255.0%[activator] | -12.7% | 4.5% | -0.1
